Screening data: PubChem, Broad Institute
S100A4 MyoIIA: blocks human S100A4 binding to myosin IIA peptide; P26447; S100A4/TAMRA-MyoIIA peptide fluorescence polarization; inhibition, % at 10.7 µM; 360,000 compounds, 0.14% hits;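 active means mean inhibition of at least 70% across replicates, with every replicate also reaching that level; inconclusive means mean inhibition reaches 70% but some replicates fall short; inactive means mean inhibition below 70%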
Target sequence (P26447 whole entry, looked up): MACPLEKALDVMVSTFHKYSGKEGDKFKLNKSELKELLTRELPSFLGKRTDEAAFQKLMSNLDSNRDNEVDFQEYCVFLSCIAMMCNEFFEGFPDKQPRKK
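Test system: S100A4 monomer protein. Medium: HEPES buffer with Ca2+, pH 7.2. Reagent: fluorescent myosin IIA peptide, 5 nM. Compound dosing: single-point compound testing. Timing: 5 min between mix addition and reading. Benchmarks: DMSO neutral and TFP positive wells.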
ERp5 inh: inhibitors of human ERp5 | AID 651711 | inhibition, % at 9.99 µM | 350,000 compounds, 0.05% hits | ERp5 insulin aggregation, absorbance 650 nm, 90 min;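 active means mean replicate inhibition above about 25%, with every replicate also reaching it, limit read from the data, passing the limit was not always enough; inconclusive means only one of those two criteria met; inactive means neither criterion met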
ERAP1 HTS inh: ERAP1 (human) enzyme inhibition. Q9NZ08. 340,000 compounds, 0.15% hits. AID 652197. recombinant ERAP1, Leu-AMC fluorescence, 60 min. inhibition, % at 10.7 µM;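 active means mean replicate inhibition of at least 30%, or all replicates individually reaching that 30% level; inactive means mean below 30% and not every replicate reaching it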;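 further: 0% = neutral control wells and 100% = L-leucinethiol positive control wells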
XiGFP reactiv: X-chromosome reactivation activator | XiGFP mouse fibroblasts, % GFP-positive cells imaging, 3 d; cells co-treated with 5-aza-dC sensitizer; scaled so ellipticine positive control = 100% | activation, % at 7.58 µM | 360,000 compounds, 0.055% hits;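 active means mean normalized replicate activation at least 10% and every replicate at or above 10%; inconclusive means only one of the two criteria met; inactive means mean below 10% and not all replicates reach 10%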;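 further: 0% = median of on-plate neutral control wells and 100% = ellipticine 6 µM median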
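Material: XiGFP fibroblasts, SV40-immortalized; Buffer or medium: DMEM containing 5-aza-dC; Compound dosing: single point; Times: 3 days compound exposure.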
RAD52 inh: RAD52 (human) annealing inhibition | P43351 | recombinant RAD52 DNA annealing, FRET fluorescence | inhibition, % at 18.7 µM | 360,000 compounds, 0.46% hits | AID 651710;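 active means every replicate showing at least 50% inhibition; inconclusive means mean inhibition at least 50% but not in every replicate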
E-selectin induc: E-selectin induction on HUVECs; 260,000 compounds, 0.37% hits; P16581; activation, % at 7.58 µM; AID 686992; HUVEC E-selectin immunofluorescence imaging; normalized: neutral wells 0, TNF-alpha wells 100;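 active means mean E-selectin-positive cell signal at least 10% of the positive control, reached in at least 60% of replicates, without over 20% cell loss; inconclusive means no rule given, readout overlaps actives, possibly toxicity-flagged; inactive means the rest, including those meeting only one limit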;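 further: in these data hits start at about 27%; measured in HUVEC primary endothelial cells; signal is the percent of cells scored E-selectin positive by PE staining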
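System: HUVEC, human umbilical vein endothelial cells; quantity: 3,000 cells/well; buffer or medium: EGM-2 medium, gelatin-coated wells; dosing: single-point compound dose; detection: immunofluorescence imaging; evaluation: % PE-positive cells; benchmarks: TNF-alpha, DMSO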
esBAF inh: inhibitors of esBAF chromatin remodeling in mouse ES cells | AID 602393 | 350,000 compounds, 2% hits | Bmi1-luciferase knock-in reporter, 24 h; 100% = twice the neutral-well signal | reporter increase, % at 12.5 µM; in the data active means activation above about 40%; inconclusive means no clear call, values can overlap the other calls;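 further: 0% = median of the plate's neutral control wells and 100% = double that signal; a rise in the Bmi1 reporter signal indicates esBAF inhibition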
RAD54 inh: blocks human RAD54 Holliday junction branch migration | Q92698 | FAM/BHQ fluorescence | inhibition, % at 10.4 µM | 360,000 compounds, 0.14% hits | AID 602329;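 active means mean normalized replicate activity at least 40 and at least half of replicates scoring 40 or more; inconclusive means only one of the two criteria met; inactive means mean below 40 and under half of replicates reaching 40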;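 further: 0% = median of neutral control wells and 100% = median of positive control wells; inhibitors cause a drop in the FAM fluorescence signal; in these data hits start at about 50%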
Target sequence (Q92698 whole entry, looked up): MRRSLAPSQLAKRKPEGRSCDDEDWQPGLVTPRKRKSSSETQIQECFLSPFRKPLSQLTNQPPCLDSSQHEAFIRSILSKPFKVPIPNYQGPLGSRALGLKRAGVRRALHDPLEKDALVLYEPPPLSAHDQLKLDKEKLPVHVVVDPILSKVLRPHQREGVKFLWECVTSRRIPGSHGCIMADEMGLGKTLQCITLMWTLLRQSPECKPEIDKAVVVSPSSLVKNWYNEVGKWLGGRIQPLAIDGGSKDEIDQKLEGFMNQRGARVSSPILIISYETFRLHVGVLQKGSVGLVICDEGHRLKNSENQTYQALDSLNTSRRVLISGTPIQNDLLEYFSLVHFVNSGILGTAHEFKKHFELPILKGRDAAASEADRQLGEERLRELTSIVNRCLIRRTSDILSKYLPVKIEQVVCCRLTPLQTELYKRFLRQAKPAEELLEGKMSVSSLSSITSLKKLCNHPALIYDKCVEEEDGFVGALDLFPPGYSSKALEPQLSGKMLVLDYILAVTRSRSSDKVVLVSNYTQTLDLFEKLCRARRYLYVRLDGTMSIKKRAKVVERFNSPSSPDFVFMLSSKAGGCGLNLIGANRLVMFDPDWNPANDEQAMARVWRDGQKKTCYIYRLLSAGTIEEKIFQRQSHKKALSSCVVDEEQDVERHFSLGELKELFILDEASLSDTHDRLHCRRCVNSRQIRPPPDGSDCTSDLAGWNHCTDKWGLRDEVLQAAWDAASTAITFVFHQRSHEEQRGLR
An asterisk follows results filed as active; i = inactive; ? = inconclusive; . = no result given; & = joins results of further samples. Hits appear at their usual frequency (roughly 2.5% active in at least one column).

SMILES	S100A4 MyoIIA	ERp5 inh	ERAP1 HTS inh	XiGFP reactiv	RAD52 inh	E-selectin induc	esBAF inh	RAD54 inh
COc1ccc(F)cc1CN1CCN(C(=O)CCC(=O)Nc2nnc(C3CCCCC3)s2)CC1	6	-8	-3	0.0	-22	.	-2	1
COc1ccc2[nH]c(C)c(CCN3C(=O)C4C5C=CC(C5)C4C3=O)c2c1 (stereo unspecified)	-8	-7	.	0.5	-25	0.0	8	-13
Cc1ccc(C)c(/C=C(\C(=O)O)c2ccc(S(=O)(=O)N3CCCCC3)s2)c1	-11	6	-4	0.1	-24	.	.	.
CCN(CC)S(=O)(=O)c1ccc(C)c(NC(=S)Nc2cccc(S(=O)(=O)N3CCCCCC3)c2)c1	11	?	3	-0.1	-36	0.6	0	-2
CN(C1CCCCC1)S(=O)(=O)c1ccc2[nH]c(=O)oc2c1	-4	3	-3	0.1	-12	0.5	-2	.
C=CCN(CC=C)S(=O)(=O)c1ccc(C(=O)Nc2nnc(CSC)o2)cc1	6	3	1	0.0	-17	.	.	.
Cc1ccc(-c2ccc([C@H]3[C@@H](CO)N4C(=O)CN(C(=O)c5ccncc5)C[C@H]34)cc2)cc1	-12	2	0	0.1	-12	-0.1	.	.
O=C(CN1CCCCCC1)Nc1ccc([N+](=O)[O-])cc1Cl	27	3	1	0.2	9	-0.1	-7	0
COC(=O)C1=C(C)N(Cc2ccccc2C(F)(F)F)C(=NCc2ccc3c(c2)OCO3)NC1CCc1ccccc1 (stereo unspecified)	8	-3	-3	0.3	-6	-0.2	.	.
CCc1ccc(OCC(=O)NNCC(=O)Nc2ccc(OC)cc2)cc1	23	0	7	0.0	-18	.	7	-1
Cc1ccc(-c2nc3[nH]c(=O)cc(NC(=O)c4cccs4)n3n2)cc1	5	0	.	.	-79	1.3	8	-2
Nc1cccc(NC(=O)c2ccco2)c1	0	1	-2	0.0	-39	.	8	-6
CCCc1cc(-c2n[nH]c(=S)n2-c2cccc(C)c2)cs1	2	4	2	0.0	-4	.	45*	8
C[C@@H]1CCCCO[C@H](CN(C)C(=O)c2ccccc2)[C@@H](C)CN([C@@H](C)CO)C(=O)c2cc(NC(=O)Cc3ccccc3)ccc2O1	0	-1	0	0.2	-10	-0.2	3	-7
CCCNC(=O)Nc1ccc2c(c1)C(=O)N(C)[C@H]1CC[C@H](CC(=O)NCCCN(C)C)O[C@H]1CO2	1	-5	-1	0.4	10	-0.1	6	-1
O=C(c1ccccn1)N1C[C@@H]2[C@H](c3ccccc31)[C@@H](CO)N2C(=O)Nc1ccccc1F	-3	2	2	0.0	8	0.0	-3	-1
Cc1cccnc1NC(=O)CN1C(=O)NC(C)(c2ccc3ccccc3c2)C1=O (stereo unspecified)	2	-2	-10	0.3	-8	0.1	.	.
CCC(Oc1ccc(Br)cc1)C(=O)N1CCN(c2ncccn2)CC1 (stereo unspecified)	2	1	5	-0.1	-11	-1.1	.	-7
CCOc1ccc(C(=O)NC(=S)Nc2cc(C)ccn2)cc1[N+](=O)[O-]	0	1	3	-0.1	-7	.	.	.
Cc1nn(C)c(C(=O)Nc2cccc(CN3CCOCC3)c2)c1Br	3	-5	1	0.0	-14	0.2	.	.
CN1c2ccc(Br)cc2[C@@H]2[C@@H](CCN2C(=O)Cc2ccccc2)[C@H]1CO	.	.	.	0.0	.	-0.1	0	-3
Cc1noc(C)c1C(=O)OCC(=O)NCc1ccc(Cl)cc1	1	-3	1	0.1	-10	.	-1	10
CCCNC(=O)N(C)C[C@@H]1[C@@H](c2ccccc2)[C@H](CO)N1C(=O)c1ccccc1	5	-3	4	-0.1	-3	-0.2	1	-5
Cc1cc([N+](=O)[O-])nn1CCCC(=O)Nc1cc(Cl)ccc1Cl	-4	-1	.	-0.1	-11	0.1	0	-7
O=C(Cc1ccc(Cl)cc1)Nc1cccnc1	-2	3	3	0.4	-4	.	-2	-6
CN(C)C(C)(C)C#CC(O)(c1ccccc1)c1ccccc1	-5	0	1	0.0	-11	.	.	.
CCOc1ccc(CCN2C(=S)N([C@@H](CC(C)C)CN3CCCC3CN3C(=S)NC[C@@H]3Cc3ccc(O)cc3)C[C@@H]2Cc2ccc(O)cc2)cc1 (stereo partly specified)	-6	4	1	0.0	79*	-0.1	13	-2
Clc1cc2nc[nH]c2cc1Cl	-1	-3	5	0.2	-7	7.0	.	.
N#C[C@@H]1[C@@H](c2ccccc2)[C@@H](CO)N1C(=O)c1cc(Cl)cc(Cl)c1	3	3	-4	0.1	5	0.3	-3	10
COc1ccc(/C=C/c2nc(C)c(-c3ccccc3)c(=O)[nH]2)cc1OC	-3	-2	28	0.1	-6	.	.	3
C[C@H]1CN([C@@H](C)CO)C(=O)c2cc(C#CC(C)(C)O)cnc2O[C@@H]1CN(C)Cc1cncnc1	-4	-5	-3	-0.2	6	0.0	-1	4
Cc1ccc(-n2c(-c3ccc(Cl)cc3)n[nH]c2=S)c(C)c1	-8	1	-2	0.0	-2	0.5	-7	-13
N#Cc1ncc(C(F)(F)F)cc1Oc1cccnc1	0	2	2	0.0	-8	.	2	.
Cc1nc(N2CCN(C(=O)c3ccco3)CC2)[nH]c(=O)c1C	-2	3	1	0.0	-7	0.1	-7	-11
O=C(CN1c2cccc3cccc(c23)S1(=O)=O)Nc1ccccc1	-4	4	-2	0.6	5	3.3	.	-2
C[C@@H]1CN([C@@H](C)CO)S(=O)(=O)c2ccc(C#CC(C)(C)O)cc2O[C@H]1CN(C)C(=O)CC1CC1	22	-1	4	0.3	10	1.0	-4	-2
COc1ccc(NC(=O)c2sc3nc(N4CCOCC4)c4c(c3c2N)CC(C)(C)OC4)cc1	1	-6	-3	0.1	-3	0.2	-6	0
COc1ccc(-c2ccc3c(c2)[C@H]2[C@H](CCN2S(=O)(=O)c2ccccc2C)[C@@H](CO)N3)cc1	-5	0	-1	0.1	30	-0.8	-9	4
CN(C)CCCNC(=S)Nc1ccc(Oc2ccccc2)cc1	4	-5	0	-0.2	37	.	.	.
CCN(c1ccccc1)S(=O)(=O)c1ccc(OC)c(NC(=O)c2ccccc2OC)c1	-1	22	-3	0.0	-8	1.3	1	0
CNC[C@@H]1Oc2c(NS(=O)(=O)c3ccc(OC)cc3)cccc2C(=O)N([C@H](C)CO)C[C@H]1C	-7	2	3	-0.9	3	.	-4	4
CCCc1nc2ccc(C)cn2c1Cc1cccc(F)c1	-4	2	-2	0.0	-33	-0.1	33	-3
Cc1cc(C)n(-c2ccc3nnc(C)n3n2)n1	-5	-6	-1	0.0	-11	0.3	-3	.
Cc1ccccc1NC(=O)Cn1c(CCC(=O)O)ccc1-c1cccs1	4	-4	4	0.0	-17	.	.	.
CCOC=C1SC(=S)N(c2ccccc2OC)C1=O	127*	10	-2	0.0	i	-2.5	6	-8
Cc1c(N/C=C/C(=O)c2ccc(Cl)cc2)c(=O)n(-c2ccccc2)n1C	3	1	4	.	-23	.	14	0
NC(=O)CC(NC(=O)Cc1ccc(Cl)cc1)c1ccc(N2CCN(c3ccccn3)CC2)c([N+](=O)[O-])c1 (stereo unspecified)	-1	-6	5	0.0	-3	-0.1	7	-6
Cc1cc(=O)oc2c3c(cc(OCC(=O)NCCC(=O)N[C@@H](C)C(=O)O)c12)OC(C)(C)CC3	1	6	-2	-0.1	-10	0.2	2	-6
Cc1ccc(O)c(N=Nc2nccs2)c1	-3	1	0	-0.1	-13	-0.8	-13	-4
O=C(Nc1ccccc1)N1CCCC(c2nc(-c3cccs3)no2)C1 (stereo unspecified)	3	3	0	.	-22	.	31	-2
Cc1cccc(N(CC(=O)NC(C)C)C(=O)CCC(=O)Nc2nccs2)c1	2	-1	0	0.0	-28	.	1	0
O=S(=O)(NCc1cccs1)c1ccccc1Cl	-5	16	-4	-0.7	-12	-0.9	5	11
CCCNC(=O)[C@H]1[C@H](CO)[C@H]2Cn3c(cccc3=O)[C@@H]1N2Cc1ccccc1	-33	-2	1	0.1	15	0.0	-3	-13
C[C@H]1CN([C@@H](C)CO)C(=O)c2cc(-c3cccc(C#N)c3)cnc2O[C@@H]1CN(C)Cc1ccc(F)cc1	-26	-5	-2	-0.6	-3	-0.2	4	-3
COc1ccc(C(=O)NC2CC2)cc1OC1CCN(Cc2ccc(F)cc2F)CC1	1	1	2	0.2	-18	-1.4	-2	-1
C[C@@H]1CCCCO[C@@H](CN(C)C(=O)NC2CCCCC2)[C@@H](C)CN([C@@H](C)CO)C(=O)c2cc(NS(=O)(=O)c3ccc(Cl)cc3)ccc2O1	5	-3	0	0.1	22	.	6	-2
C[C@@H]1CN([C@H](C)CO)C(=O)c2cc(NS(=O)(=O)c3ccccc3)ccc2O[C@@H]1CN(C)Cc1ccc(Cl)c(Cl)c1	1	-1	1	-0.6	-10	-0.1	-2	-8
CC1CC(C)CN(S(=O)(=O)c2ccc(NC(=O)[C@@H]3CCCN3C(=O)c3cccs3)cc2)C1 (stereo partly specified)	3	-1	4	0.0	-21	.	-4	2
O=C(NCC[C@@H]1CC[C@@H](NS(=O)(=O)Cc2ccccc2)[C@@H](CO)O1)C1CCCCC1	-3	12	-5	0.4	2	-0.2	-3	-1
O=C(C1=C[C@@H](c2csc3ccccc23)C[C@@H](OCc2ccc(CO)cc2)O1)N1CCOCC1	-8&3	-3&6	3&1	0.0	-14&-147	-0.1	4	1&4

Full records from above. Order of values: S100A4 MyoIIA | ERp5 inh | ERAP1 HTS inh | XiGFP reactiv | RAD52 inh | E-selectin induc | esBAF inh | RAD54 inh
NC(=O)CC(NC(=O)Cc1ccc(Cl)cc1)c1ccc(N2CCN(c3ccccn3)CC2)c([N+](=O)[O-])c1 (stereo unspecified) in the list: -1 | -6 | 5 | 0.0 | -3 | -0.1 | 7 | -6
O=C(Nc1ccccc1)N1CCCC(c2nc(-c3cccs3)no2)C1 (stereo unspecified) in the list: 3 | 3 | 0 | . | -22 | . | 31 | -2
Cc1ccc(O)c(N=Nc2nccs2)c1 in the list: -3 | 1 | 0 | -0.1 | -13 | -0.8 | -13 | -4

More entries follow:
SMILES	S100A4 MyoIIA	ERp5 inh	ERAP1 HTS inh	XiGFP reactiv	RAD52 inh	E-selectin induc	esBAF inh	RAD54 inh
Cc1cccc(C)c1NC(=O)C1(C)CN(S(C)(=O)=O)CC(=O)N1Cc1cccc(F)c1 (stereo unspecified)	-3	4	-4	-0.1	-12	-0.1	.	.
CC(=O)N1[C@@H](CO)[C@H](c2ccccc2)[C@@H]1CN(C(=O)c1ccccc1)C(C)C	5	-1	-3	0.0	-18	-0.1	-6	-1
CC(C)(CO)NS(=O)(=O)c1ccc2c(c1)Cc1cc(S(=O)(=O)NC(C)(C)CO)ccc1-2	-3	4	-1	0.0	-12	.	-4	-3
Cc1cc(C)n(CC(=O)NC2CCCN(Cc3ccc(Cl)cc3)C2)n1 (stereo unspecified)	-5	2	-2	0.0	-16	.	2	11
COc1cccc(C(=O)N2C[C@@H]3[C@H](c4ccccc42)[C@H](CO)N3Cc2cccnc2)c1	-6	1	0	0.3	-19	-0.2	5	-35
O=C(CSc1nc(Nc2ccccc2)nc(N2CCOCC2)n1)NC1CCCCC1	3	-1	1	0.3	-13	.	.	5
C=C(C)CN(CC)C(=O)CCc1nnc(CCCc2ccccc2)o1	-3	8	0	0.0	9	.	.	.
